# High-throughput results as filed in PubChem.
# KDM5B inh: inhibitors of human KDM5B histone demethylase; Q9UGL1; KDM5B demethylase, FDH-coupled NADH fluorescence (FDH is formaldehyde dehydrogenase); Potency, µM (top dose mostly 57.7 µM), inactives show at the highest dose activity change, negative = inhibition, most hits filed as inhibitors; 220,000 tested, 2.6% active; AID 1347165; active = well fitted inhibition curve with a large enough effect; inconclusive = small, poorly fitted or top-dose-only effect; inactive = no such curve, though single readings can be large or run the other way; note: 0% is about no effect; nearly all actives have a fitted effect of over 70% in size
#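 KDM5BΔAP (200 nM final) in 50 mM HEPES pH 7.5, 0.01% Tween-20 was preincubated 10 min at RT with compound over a concentration range. Substrate mix (H3K4me3 12.5 µM, α-KG 25 µM, Fe²⁺, ascorbate, NAD⁺, FDH) was added, and NADH fluorescence change over 30 min gave dose-response curves.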
# * = called active by the depositor; ? = inconclusive; & = joins results of further samples; [ ] = another dose, or the depositor's remark. Potency is the fitted concentration of half-maximal effect. An excerpt; count on the stated rates, not on these rows.
SMILES,KDM5B inh
CC(=O)c1cn(CC(=O)N(C)Cc2ccccc2)c2ccccc12,-17.0%
COc1cc(NC(=O)COCc2cc(-c3ccc4c(c3)OCO4)on2)c(OC)cc1Cl,0.6%
CCCCCCn1c(N(C)C)nc2c1c(=O)[nH]c(=O)n2C,-16.2%
Cc1ccccc1C(=O)NC(NC(C)C)C(Cl)(Cl)Cl (configuration not stated),-7.6%
Cc1ccc(CN(C(=O)c2cc(=O)c3ccccc3o2)C2CCS(=O)(=O)C2)cc1 (configuration not stated),18.1%
CN(C(=O)c1cc2c(=O)oc3ccccc3c2s1)c1ccc(F)cc1,-16.7%
CN1CCC(C(=O)N2CCC3(CC2)C(=O)NCN3C(=O)Cc2ccccc2)CC1,12.0%[115 µM]
COc1cccc(OC)c1OC(=O)c1ccc(C#N)cc1,14.2%
CCOC(=O)C1=C(C)N=C2SCCC(=O)N2C1c1ccc(OCc2ccccc2)cc1 (configuration not stated),?
Cc1ccc2nc(-c3cccc(OC(C)C)c3)cc(C(=O)O)c2c1,-8.1%
O=C1CC(c2ccccc2)N(Cc2cn[nH]c2-c2cccs2)CCCCCN1 (configuration not stated),35.4%[activator]
CC1=C[C@@H](CN2CCN(CCO)CC2)[C@H](C(C)C)C[C@H]1Cc1nnc(Cc2c[nH]c3ccccc23)o1,1.4%
Cc1sc(N2CC(C(=O)OCC(=O)c3ccc(Br)cc3)CC2=O)nc1-c1ccccc1 (configuration not stated),8.5%
Cc1cn2nnc(C(=O)NCc3ccncc3)c2c(=O)[nH]1,?
CC(=O)c1cccc(NC(=O)COC(=O)c2ccccc2OCc2cccc(Br)c2)c1,-2.4%
COCCCNC(=O)N1CCCCCCNC(=O)[C@@H]2CCCC[C@@H]21,13.6%
CN(C)c1cccc(C(=O)OCC(=O)N2c3ccccc3Sc3ccccc32)c1,?
Cc1nc(C(=O)N2CC[C@H](NS(=O)(=O)c3cn(C)cn3)C[C@H]2C(=O)N[C@H](CC(C)C)C(N)=O)cs1,-5.5%
O=[N+]([O-])c1ccc(N2CCN(c3ccc(F)cc3)CC2)cn1,22.3%
CC(C)(CNC(=O)C1(c2ccccc2)CCC1)C(N)=O,7.4%
O=C1NC(=NC2CCCCC2)C2(CCN(Cc3ccccc3)CC2)N1c1cc(F)cc(F)c1,10.3%[115 µM]
C=CCSc1ccccc1NC(=O)c1cc(C)c(C)s1,?
O=C(CCc1nnc(C(=O)Nc2cccc(Cl)c2)s1)NCc1ccccn1,9.2%
COc1cccc(CNC(=O)C2(N3C[C@@H](C)O[C@@H](C)C3)Cc3ccccc3C2)c1,-19.3%
N[C@@H](Cc1ccccc1)c1nnc(SCc2ccccc2Cl)o1,4.5%
SMILES,KDM5B inh
Cc1ccc(NC(=O)N2CCC(CCNC(=O)CC3CCCC3)CC2)cc1F,17.9%
COc1ccc(CCC(=O)N2CCC(Cc3nncn3C(C)C)C2)cc1 (configuration not stated),-16.4%
O=C(Cn1ccn2nc(-c3ccccc3)c(CO)c2c1=O)Nc1ccc(C(F)(F)F)cc1,?
CC1(c2cccnc2)N(CC2CC2)C(=O)OC12CCN(C(=O)c1cccc(O)c1)CC2 (configuration not stated),16.8%[86.2 µM]
O=C(c1ccn[nH]1)N1CC(F)(F)C[C@H]1c1nc(C2CC2)no1,-12.2%
O=C(NCCc1ccco1)C1CCN(c2ccc(C(F)(F)F)cn2)CC1,-6.7%
CCOC(=O)c1c(C)[nH]c(CCC(=O)NCc2ccccc2Cl)c1C,-21.4%
CSc1ccc(Cl)c(C(=O)Oc2ccc(C)c(C)c2)c1,11.5%
O=C(CN1CCCN(Cc2ccc(F)cc2)S1(=O)=O)NCc1ccccc1Cl,?
O=S(=O)(NC(c1ccccc1)c1ccccn1)c1cccs1 (configuration not stated),5.4%
Cc1ccc(C(=O)OCC(=O)c2ccccc2)s1,12.1%
CCOc1cc(=O)n2c(c1C(=O)Nc1cc(Cl)ccc1C)CCCC2,-9.6%
O=C(c1ccccc1Cl)n1nc(-c2ccco2)nc1NCc1cccs1,-14.4%
O=C(O)Cc1ccc(N2C(=O)C(=O)/C(=C(/O)c3ccccc3Cl)C2c2ccc(C(=O)O)cc2)cc1 (configuration not stated),-30.8%
COCCN1C(=O)c2ccccc2C(C(=O)Nc2cc(C)ccn2)C12CCCC2 (configuration not stated),-7.1%
CC(=O)N1CCC(C2CCN(C(=O)CCCc3nc4ccccc4[nH]3)C2)CC1 (configuration not stated),-23.4%
Cc1nn(-c2ccccc2)c(C)c1[C@@H]1C=C[C@@H](NC(=O)c2ccc3c(c2)OCO3)C1,-20.0%[86.2 µM]
O=C([C@@H]1C[C@H](Oc2cccnc2)CN1C(=O)c1nccc2ccccc12)N1CCOCC1,22.3%
O=C(O)C1CC2(CCN(C(=O)Cc3ccc4c(c3)OCO4)CC2)CN1 (configuration not stated),-2.8%
CCN1CCN(C(=O)c2cnn(-c3cccc(Cl)c3)c2C2CCN(C(=O)OC(C)(C)C)CC2)CC1,-23.9%
CC(=O)c1ccc(NC(=O)CN2CCN(c3nc(-c4ccco4)c4c(c3C#N)CCC4)CC2)cc1,-17.3%
CCCOc1ccccc1C(=O)N(Cc1cccc(OC)c1)C1CCS(=O)(=O)C1 (configuration not stated),19.0%
O=c1cc(CSc2nnc(NC3CC3)s2)c2ccc(O)cc2o1,?
CSc1ccc(CN(C)C(=O)NCc2ccc(S(=O)(=O)N3CCCCC3)cc2)cc1,?
CCC(=O)c1ccc(OC(=O)/C=C/c2cc(OC)c(OC)c(OC)c2)cc1,196.8%[activator]

# Arranged by molar mass (lowest first): 21 of the compounds above
SMILES,KDM5B inh
Cc1ccc(C(=O)OCC(=O)c2ccccc2)s1,12.1%
CSc1ccc(Cl)c(C(=O)Oc2ccc(C)c(C)c2)c1,11.5%
O=C(c1ccn[nH]1)N1CC(F)(F)C[C@H]1c1nc(C2CC2)no1,-12.2%
O=C(O)C1CC2(CCN(C(=O)Cc3ccc4c(c3)OCO4)CC2)CN1 (configuration not stated),-2.8%
O=c1cc(CSc2nnc(NC3CC3)s2)c2ccc(O)cc2o1,?
CCOc1cc(=O)n2c(c1C(=O)Nc1cc(Cl)ccc1C)CCCC2,-9.6%
CCOC(=O)c1c(C)[nH]c(CCC(=O)NCc2ccccc2Cl)c1C,-21.4%
CCC(=O)c1ccc(OC(=O)/C=C/c2cc(OC)c(OC)c(OC)c2)cc1,196.8%[activator]
CC(=O)N1CCC(C2CCN(C(=O)CCCc3nc4ccccc4[nH]3)C2)CC1 (configuration not stated),-23.4%
O=C(c1ccccc1Cl)n1nc(-c2ccco2)nc1NCc1cccs1,-14.4%
Cc1ccc(NC(=O)N2CCC(CCNC(=O)CC3CCCC3)CC2)cc1F,17.9%
COCCN1C(=O)c2ccccc2C(C(=O)Nc2cc(C)ccn2)C12CCCC2 (configuration not stated),-7.1%
Cc1nn(-c2ccccc2)c(C)c1[C@@H]1C=C[C@@H](NC(=O)c2ccc3c(c2)OCO3)C1,-20.0%[86.2 µM]
CCCOc1ccccc1C(=O)N(Cc1cccc(OC)c1)C1CCS(=O)(=O)C1 (configuration not stated),19.0%
CC1(c2cccnc2)N(CC2CC2)C(=O)OC12CCN(C(=O)c1cccc(O)c1)CC2 (configuration not stated),16.8%[86.2 µM]
O=C(CN1CCCN(Cc2ccc(F)cc2)S1(=O)=O)NCc1ccccc1Cl,?
O=C([C@@H]1C[C@H](Oc2cccnc2)CN1C(=O)c1nccc2ccccc12)N1CCOCC1,22.3%
O=C(Cn1ccn2nc(-c3ccccc3)c(CO)c2c1=O)Nc1ccc(C(F)(F)F)cc1,?
CSc1ccc(CN(C)C(=O)NCc2ccc(S(=O)(=O)N3CCCCC3)cc2)cc1,?
CC(=O)c1ccc(NC(=O)CN2CCN(c3nc(-c4ccco4)c4c(c3C#N)CCC4)CC2)cc1,-17.3%
O=C(O)Cc1ccc(N2C(=O)C(=O)/C(=C(/O)c3ccccc3Cl)C2c2ccc(C(=O)O)cc2)cc1 (configuration not stated),-30.8%

# Next part:
SMILES,KDM5B inh
CC(=O)Nc1ccc(S(=O)(=O)N[C@H]2CO[C@H]3[C@@H]2OC[C@@H]3n2nnnc2Oc2ccc(-n3cncn3)cc2)cc1,12.6%
CCOC(=O)Cn1c(=O)n2nc(Cc3ccccc3)nc2c2c3c(sc21)COC(C)(C)C3,-6.7%
COc1ccc(C(=O)N2CCCC(c3nc(-c4cnccn4)no3)CCNC(=O)CC2)cc1 (configuration not stated),31.2%
Cc1ccc(Cl)c(OCc2n[nH]c(=S)n2CC2CCCO2)c1 (configuration not stated),-31.9%
CN(C)C(=O)c1n[nH]c2c1CN(C(=O)c1ccc(F)cc1F)CC2,1.8%
COC(=O)c1cc(OC)c(OC)cc1NC(=O)Nc1ccccc1F,18.4%
CCc1[nH]c2ccc(C(=O)O)cc2c1C,?
COc1cccc(-c2ccccc2NC(=O)C2CCN(CC(=O)O)CC2)c1,-0.5%
O=C(CN1CCN(C(=O)c2ccccc2-c2ncc(-c3ccccc3)o2)CC1)N1CCCCC1,?
CC(c1cccs1)N(C)Cc1ccsc1 (configuration not stated),14.9%[115 µM]
Cc1ccc(S(=O)(=O)c2nnn(-c3cccc(Cl)c3)c2C)cc1,-15.2%
O=c1oc2ccccc2cc1-c1nc(-c2ccc(Cl)cc2)no1,10.8%
CCOCC(=O)Nc1nc2c(s1)C(=O)CC(C)(C)C2,-11.4%
O=C(CNc1ccc2ccccc2c1)N/N=C/c1ccncc1,?
O=C(NC12CC3CC(CC(C3)C1)C2)C1CCCO1 (configuration not stated),4.2%
CCCOC(=O)CSc1nnc(-c2ccccc2)o1,?
O=C(COc1ccccc1Cl)Nc1ccc2oc(-c3ccc(F)cc3)nc2c1,-8.7%
COc1ccc(CC(=O)Nc2ccccc2-c2ccccc2)cc1OC,4.4%&-10.6%
CN1Cc2ccc(Nc3ccccc3)nc2C(C)(C(=O)NCCc2ccccn2)C1 (configuration not stated),?
CCOc1ccccc1NC(=O)Nc1nnc(N2CCCCCC2)s1,-5.4%
Fc1ccc(-n2nc(-c3ccccc3)c3cnc4ccccc4c32)cc1Cl,22.1%
COCCNC(=O)CSc1nc2sccc2c(=O)n1-c1ccccc1,-12.1%
CC(C)OCc1ccccc1CNS(=O)(=O)c1cc(F)cc(F)c1,17.0%
CCCCOC(=O)c1ccc(NC(=O)c2csnn2)cc1,5.9%
COc1cccc(NC(=O)CSc2nnc3scc(-c4ccc(Cl)cc4)n23)c1,-73.4%

# Ordered by count of non-hydrogen atoms (ascending): some entries from above
SMILES,KDM5B inh
O=C(CNc1ccc2ccccc2c1)N/N=C/c1ccncc1,?
COc1ccc(CC(=O)Nc2ccccc2-c2ccccc2)cc1OC,4.4%&-10.6%
CCOC(=O)Cn1c(=O)n2nc(Cc3ccccc3)nc2c2c3c(sc21)COC(C)(C)C3,-6.7%

# Other entries
SMILES,KDM5B inh
Cc1cc(Br)ccc1NC(=O)Cn1nc(C(N)=O)c2ccccc2c1=O,-7.7%
COC(=O)c1ccc2nc(CO[C@H]3CN(C(=O)C4CCOCC4)C[C@H]3F)[nH]c2c1,-8.7%[86.2 µM]
CC(=O)c1cc(CC#N)cs1,12.5%
Cc1ccc2oc(=O)c3cc(C(=O)N4CCN(c5ccccc5)CC4)sc3c2c1,-17.8%
C/C(=N\NC(=O)CCc1ccccc1)c1ccc(C)cc1C,23.3%
Cc1cc(CN(C)c2ccc(-c3nc(COc4ccccc4)no3)cn2)on1,35.5µM*
CN(c1ncnc2c1c(-c1ccccc1)cn2-c1cccc(Cl)c1)C1CCCCC1,?
Cc1ccc(S(=O)(=O)N[C@@H]2CCOC[C@H]2OCC(=O)O)cc1,3.4%
CCc1cnc(C)nc1N1CCC(=O)N(Cc2ccc(F)cc2)C(C(C)C)C1 (configuration not stated),-13.7%
COc1cc(CN2C[C@@H](CO)[C@H](NC(=O)c3ccccc3)C2)ccc1F,-35.7%
COc1ccc(Nc2cc(C)nc3nc(-c4ccccc4C)nn23)c(OC)c1,3.8%
Cc1sc2ncnc(SCC(=O)Nc3ccc(CN4CCCC4)cc3)c2c1C,?
COC1CCC(C(=O)N2CCCn3nc(C)c(-c4ccccc4-c4ccccc4)c32)CC1 (configuration not stated),-7.7%[86.2 µM]
N#Cc1ccccc1OCC(=O)NCc1ccccc1CN1CCCC1,-13.1%
CCOC(=O)C1CCN(C(=O)CSCc2nc(-c3ccc(OCC)cc3)oc2C)CC1,28.0%
COc1ccc(OC)c(NC(=O)c2c(NCc3ccc(N(C)C)cc3)sc3c2CCCC3)c1,-28.6%
COc1ccc(-c2csc3nc(-c4ccccc4C)oc(=O)c23)cc1OC,-22.1%
Cc1cc(C(=O)CSc2nnc(C)n2Cc2ccccc2)c(C)n1Cc1ccc(F)cc1,10.5%
Cc1ccc(OCc2nc(C3CN(C(=O)c4ccc5nc[nH]c5c4)C3)no2)cc1,2.0%
Cc1ccc2nc(C3CCN(CC(C)C)CC3)[nH]c(=O)c2c1,16.4%[86.2 µM]
